Assay outcomes (PubChem BioAssay)
STAT1 activator: activators of IFN-gamma induced STAT1 signaling; activation (% of control), % at 5.5 µM; actives 2.6% (n = 200,000); NIH 3T3 STAT1-luciferase reporter, luminescence; 100% = IFN-gamma alone, no compound; AID 932;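 active = activation above the screen-wide mean activation plus 3 SD, cut at about 130% in these data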;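 also: raw ratio to IFN-gamma control signal so 100% means no change and 0% no light; values of inactives mirror those of a sister screen read the other way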
STAT3 activator: increases IL-6 driven STAT3 reporter signal; U3A cells, IL-6 STAT3-luciferase reporter, luminescence; 100% = signal with IL-6 EC80 alone; activation (% of control), % at 5.6 µM; actives 0.91% (n = 190,000); AID 871;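 active = activation above the screen-wide mean of compound activation plus 3 SD, cut at about 130% in these data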;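 also: 0% = background luminescence of wells with medium and substrate only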
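Material: STAT3-luciferase reporter U3A cells. Controls: IL-6-treated wells, 100% activation. Read-out: % activation versus median of IL-6-stimulated wells. Probe or stimulus: IL-6 stimulus at 33 ng/mL final. Timing: compound 1 h, then IL-6 6 h at 37 °C. Signal: reporter luminescence signal.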
Diaphorase inh: diaphorase inhibition or chemical oxidation counter-screen; diaphorase resazurin-to-resorufin fluorescence, NADH, 16 min; bacterial (C. kluyveri) enzyme, not human; inhibition, % at 20 µM; actives 0.69% (n = 190,000); AID 1217;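 active = primary screen inhibition at 20 µM above a set limit, cut at about 50% in these data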;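 also: plate controls were DMSO with full reaction for no effect and wells lacking NADH for full effect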
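Test system: Clostridium kluyveri diaphorase enzyme / Quantity: diaphorase at 0.14 U/mL in enzyme working solution / Incubation: 16-min room-temperature incubation before reading / Benchmarks: NADH-free wells as positive control, DMSO-only neutral wells / Signal: resorufin fluorescence 544/590 nm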
TLR4 MyD88 comp: blocks binding of human TLR4 to MyD88. HeLa CL3-4 TLR4/MyD88 BLA complementation, FRET ratio. O00206+Q99836. actives 0.18% (n = 200,000). inhibition, % at 8.4 µM; in the data active = inhibition above about 25%;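 also: 0% = vehicle and 100% = reference inhibitor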
Target sequence (O00206 whole entry, looked up): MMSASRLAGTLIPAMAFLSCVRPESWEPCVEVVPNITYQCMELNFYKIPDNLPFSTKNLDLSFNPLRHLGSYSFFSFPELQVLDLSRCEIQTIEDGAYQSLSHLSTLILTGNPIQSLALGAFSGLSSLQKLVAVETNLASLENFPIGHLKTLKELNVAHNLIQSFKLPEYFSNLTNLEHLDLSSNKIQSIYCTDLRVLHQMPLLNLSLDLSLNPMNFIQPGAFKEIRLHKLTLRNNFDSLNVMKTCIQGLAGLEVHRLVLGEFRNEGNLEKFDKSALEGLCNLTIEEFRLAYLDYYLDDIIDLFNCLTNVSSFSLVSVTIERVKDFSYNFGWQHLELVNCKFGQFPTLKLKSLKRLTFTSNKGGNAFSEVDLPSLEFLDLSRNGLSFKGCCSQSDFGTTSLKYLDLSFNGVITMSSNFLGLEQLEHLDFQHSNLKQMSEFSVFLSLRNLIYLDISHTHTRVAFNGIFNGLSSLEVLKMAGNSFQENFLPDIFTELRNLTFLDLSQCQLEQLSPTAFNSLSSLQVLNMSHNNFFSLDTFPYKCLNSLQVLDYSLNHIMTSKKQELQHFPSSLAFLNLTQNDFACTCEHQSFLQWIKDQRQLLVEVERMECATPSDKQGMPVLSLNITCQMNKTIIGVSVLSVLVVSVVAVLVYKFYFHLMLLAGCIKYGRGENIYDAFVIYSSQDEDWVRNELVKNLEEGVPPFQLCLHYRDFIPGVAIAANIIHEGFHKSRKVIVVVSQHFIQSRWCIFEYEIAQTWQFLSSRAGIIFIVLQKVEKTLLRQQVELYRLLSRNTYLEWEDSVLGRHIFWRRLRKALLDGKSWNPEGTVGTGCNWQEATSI
Target sequence (Q99836 whole entry, looked up): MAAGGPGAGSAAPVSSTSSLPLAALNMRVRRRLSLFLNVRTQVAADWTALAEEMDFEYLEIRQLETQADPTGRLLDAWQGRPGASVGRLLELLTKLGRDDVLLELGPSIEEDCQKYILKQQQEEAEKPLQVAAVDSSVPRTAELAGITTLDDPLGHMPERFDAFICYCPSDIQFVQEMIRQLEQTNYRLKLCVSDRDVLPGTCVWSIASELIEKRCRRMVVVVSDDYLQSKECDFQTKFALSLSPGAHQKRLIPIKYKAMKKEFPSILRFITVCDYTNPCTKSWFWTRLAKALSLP
Hsp70 activator: switches on Hsp70 transcription | HeLa Hsp70 promoter luciferase reporter, luminescence; scaled: vehicle 0, proteasome-inhibitor control 100% | activation, % at 10 µM | actives 0.04% (n = 200,000) | AID 1203;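 active = activation above the mean across all tested compounds plus 3 SD, cutoff set per campaign, cut at about 5.5% in these data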;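 also: 100% = MG132 at 30 µM as the positive control and 0% = DMSO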
STAT1 inh: reduces IFN-gamma driven STAT1 reporter signal; actives 0.35% (n = 200,000); NIH 3T3 STAT1-luciferase reporter, luminescence; inhibition, % at 5.5 µM;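 active = inhibition above a set limit, the mean inhibition across all tested compounds plus 3 SD, cut at about 34% in these data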;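 also: 0% = IFN-gamma with DMSO and 100% = IFN-gamma with 300 µM nifuroxazide; values of inactives mirror those of a sister screen read the other way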
G6PDH counter: counter-screen for G6PDH assay hits: L. mesenteroides G6PDH inhibition. Purified L. mesenteroides G6PDH, diaphorase/resazurin coupled fluorescence, 45 min. inhibition, % at 5 µM. actives 0.12% (n = 200,000); in the data active = inhibition above about 50%
Diaphorase act: activates diaphorase or chemically reduces, flagging diaphorase assay artifacts; actives 0.005% (n = 190,000); Diaphorase/resazurin coupled assay, resorufin fluorescence, 16 min; stronger effect = higher value; 1 = vehicle wells, 0 = NADH-free wells; AID 1229; activation factor at 20 µM;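 active = diaphorase activity raised at least twofold by the compound at 20 µM; inactive = activation factor below 2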
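Assay system: bacterial diaphorase enzyme (C. kluyveri) / Input: enzyme 0.07 U/mL final / Medium: 50 mM HEPES pH 7.4 with 4.542 mM MgCl2, 0.005% Tween 20 / Doses: single compound dose of 20 µM, 1% DMSO final / Incubation: 16 min enzyme reaction, ambient temperature / Signal: fluorescence, excitation 544 nm and emission 590 nm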
STAT3 inh: inhibitors of IL-6 induced STAT3 signaling; inhibition, % at 5.5 µM; actives 0.89% (n = 190,000); AID 862; U3A cells, IL-6 STAT3-luciferase reporter, luminescence; host cell line lacks STAT1;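 active = inhibition above the mean inhibition across all screened compounds plus 3 SD, cut at about 44% in these data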;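 also: 0% = DMSO only wells and 100% = 100 µM nifuroxazide control wells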
APP transl inh: APP translation inhibition; SH-SY5Y APP 5'UTR-luciferase reporter, luminescence; AID 1285; actives 0.82% (n = 190,000); inhibition, % at 2 µM;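 active = inhibition above a set limit, derived from the sample mean plus 3 SD, cut at about 45% in these data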; also: values of inactives mirror those of a sister screen read the other way
* hit, by the source's call; . = not tested or not shown.

molecule | STAT1 activator | STAT3 activator | Diaphorase inh | TLR4 MyD88 comp | Hsp70 activator | STAT1 inh | G6PDH counter | Diaphorase act | STAT3 inh | APP transl inh
CCCn1nnc(NC(=O)c2ccc(-c3ccccc3)cc2)n1 | 111 | 86 | 11 | -10 | 0.5 | -12 | 1 | 0.9 | 19 | -85
Oc1ccc(-c2onc3ccc(Cl)cc23)cc1 | 108 | 93 | 27 | 9 | 0.0 | -8 | 2 | 0.7 | 6 | -13
COc1ccc(C(=O)Nc2ccc(SC(F)F)cc2)cc1 | 164* | 94 | 7 | -12 | 0.1 | -72 | 0 | 0.9 | 5 | -164
CC(C)CCNC(=O)CCS(=O)(=O)c1cccc2nonc12 | 98 | 101 | 12 | 8 | 0.0 | 3 | 17 | 0.9 | 6 | 4
CC(=O)NS(=O)(=O)c1ccc(NC(=O)c2cccc(S(=O)(=O)N3CCc4ccccc43)c2)cc1 | 105 | 105 | 3 | 5 | -0.3 | -5 | 2 | 1 | -6 | 6
COc1cccc(OCC(Cn2cnc3ccccc32)OC(C)=O)c1 (configuration not stated) | 102 | 107 | 8 | 3 | 0.1 | -3 | -1 | 0.9 | 0 | -36
COc1cc(OC)cc(C(=O)N[C@H](C(=O)OCC(=O)c2ccc3c(c2)NC(=O)CO3)C(C)C)c1 | 97 | 93 | 15 | -7 | -0.5 | 3 | 1 | 0.8 | 8 | 0
O=C(NNS(=O)(=O)c1cc(Cl)cc(Cl)c1)c1sccc1-n1cccc1 | 104 | 85 | 9 | 4 | -0.3 | -5 | 4 | 0.9 | 21 | -8
Cc1ccc(NC(=O)/C(C#N)=C/c2ccsc2)c(C)c1 | 137* | 97 | 9 | 5 | 0.2 | -42 | 0 | 0.9 | 5 | 3
C=CCOc1c(CNc2ccc(S(N)(=O)=O)cc2)cccc1OC | 91 | 105 | -6 | -4 | -0.2 | 5 | 1 | 1.1 | -2 | -23
C=CCn1c(C(C)NC(=O)c2ccccc2)n[nH]c1=S (configuration not stated) | 98 | 98 | 17 | 8 | -0.3 | 2 | 6 | 0.8 | 10 | -8
Cc1cc2c(C)cc(=O)oc2c2c1NCCC2 | 103 | 75 | 18 | -7 | 0.4 | -3 | 3 | 0.8 | 32 | 0
C#CCOCCOCCOCCNc1nc(N2CCOCC2)nc(N2CCN(C(=O)[C@H](Cc3ccc(O)cc3)n3cc([C@@H](N)CC(C)C)nn3)CC2)n1 | 104 | . | -21 | 1 | -0.1 | -3 | 20 | 1.2 | . | -4
CC(=O)Nc1ccc(/C=N\NC(=O)CNS(=O)(=O)c2ccc([N+](=O)[O-])cc2)cc1 | 96 | 96 | 17 | -9 | 0.0 | 2 | 6 | 0.8 | 9 | 15
O=C1CNC(=O)/C1=C\N1CCN(C(c2ccccc2)c2ccccc2)CC1 | 100 | 104 | 11 | -10 | -0.3 | 1 | 4 | 0.9 | -1 | 0
O=[N+]([O-])c1ccc(CSc2nc3ccccc3o2)cc1 | 132* | 99 | 17 | -4 | 0.1 | -36 | -1 | 0.8 | 9 | -177
CCOc1ccccc1-c1nn2c(Cc3ccccc3)nnc2s1 | 94 | 116 | 25 | -5 | 0.0 | 6 | 0 | 0.7 | -12 | 10
Cc1cc(C)c2c(NC(=S)NC(=O)c3ccccc3)nn(C)c2n1 | 74 | 111 | 17 | -12 | -0.2 | 27 | 3 | 0.8 | -6 | -24
O=C(c1ccc(N2CCOCC2)nc1)N1CCOCC1 | 101 | 97 | 12 | -11 | -0.5 | -1 | 13 | 0.9 | 8 | 14
O=C1NC(Cc2ccccc2)C(=O)N1Cc1cc([N+](=O)[O-])cc2c1OCOC2 (configuration not stated) | 96 | 103 | -11 | -7 | -0.1 | 3 | 7 | 1.1 | 4 | -1
COc1ccc(Oc2nc(OC)cc(OC)n2)cc1 | 99 | 101 | -15 | 6 | -0.2 | 1 | 4 | 1.2 | 3 | 18
Cc1cc(C(=O)OCC(=O)N2CC(C)CC(C)C2)c(C)o1 (configuration not stated) | 101 | 99 | 10 | -11 | 0.1 | -1 | 1 | 0.9 | 7 | -5
CC(Sc1ccccc1)C(=O)Nc1ccccc1C(=O)N1CCOCC1 (configuration not stated) | 104 | 106 | 8 | 5 | -0.2 | -4 | -4 | 0.9 | -2 | -4
CCNC(=O)NC(=O)COc1ccccc1C#N | 120 | 99 | 2 | -2 | -0.1 | -20 | 6 | 1 | 6 | -10
Cc1nc(NS(=O)(=O)c2cccs2)c2c3c(sc2n1)CCC3 | 107 | 99 | -3 | -8 | -0.1 | -7 | 7 | 1 | 3 | -9
Cn1c(=O)c2cn3c(c2n(C)c1=O)C(c1ccccc1)CC(c1ccccc1)=N3 (configuration not stated) | 102 | 127 | 16 | 6 | 0.0 | -2 | -16 | 0.8 | -31 | -32
Clc1ccc(-n2ncc3c(NCCCn4ccnc4)ncnc32)cc1 | 124 | 100 | -4 | -7 | 0.0 | -26 | -1 | 1 | 0 | 11
CCOC(=O)N/N=C\c1ccc(OC(=O)c2ccc3c(c2)OCO3)cc1 | 104 | 99 | 14 | -1 | -0.1 | -5 | 4 | 0.9 | 6 | -4
CS(=O)(=O)N(CC(=O)NC1CCCCCC1)Cc1ccccc1 | 104 | 114 | 17 | 5 | -0.3 | -5 | -2 | 0.8 | -13 | -3
COCCN(Cc1nc(-c2ccc(C(F)(F)F)cc2)no1)C(C)C | 98 | 93 | 5 | 9 | -0.2 | 0 | 5 | 0.9 | 12 | -18
CCC(c1nnnn1C(C)(C)C)N1CCN(Cc2ccccc2OC)CC1 (configuration not stated) | 87 | 98 | 5 | 9 | -0.2 | 12 | 12 | 0.9 | 9 | 8
COc1ccc2nc(SCC(=O)N3CCN(c4ccccc4F)CC3)c(C#N)cc2c1 | 116 | 103 | . | 4 | 0.1 | -14 | . | . | -2 | 12
O=C(CSc1nnc(-c2ccccn2)o1)Nc1ccccc1 | 107 | 95 | -1 | 2 | -0.2 | -8 | 1 | 1 | 10 | -129
Cc1cc(C)c[n+](CC(=O)c2ccc(NC(=O)c3ccccc3)cc2)c1 | 99 | 103 | 71* | 6 | -0.2 | 0 | 17 | 0.3 | -2 | 0
O=C(COc1ccc(Cl)cc1)Nc1nnc(-c2ccc3c(c2)CCCC3)o1 | 100 | 100 | -27 | 4 | -0.3 | 0 | -13 | 1.3 | 4 | -1
CCC(OC(=O)c1cc2sccc2n1C)C(=O)NCc1ccco1 (configuration not stated) | 91 | 98 | 27 | -2 | 0.0 | 10 | 7 | 0.7 | 8 | 6
COc1ccc(C2c3c(oc4ccccc4c3=O)C(=O)N2Cc2ccncc2)cc1 (configuration not stated) | 102 | 117 | 12 | 8 | 0.4 | -2 | 7 | 0.9 | -8 | -6
O=C1CCCC(=O)C1Sc1ccc(Cl)cc1 | 102 | 104 | 10 | 0 | -0.3 | -2 | 8 | 0.9 | -1 | 13
CN1CCCC2(CCCN(Cc3nc(Cc4cccc(C(F)(F)F)c4)no3)C2)C1 (configuration not stated) | 95 | 101 | -7 | 1 | 0.0 | 4 | 7 | 1.1 | 10 | -1
COc1cc(/C=N\NC(=O)c2sc(N)nc2C)cc(OC)c1OC | 104 | 87 | -25 | 3 | -0.4 | -5 | 9 | 1.3 | 21 | -3

Some of the entries so far, with two lines to a compound:
Order of results: STAT1 activator	STAT3 activator	Diaphorase inh	TLR4 MyD88 comp	Hsp70 activator	STAT1 inh	G6PDH counter	Diaphorase act	STAT3 inh	APP transl inh
Cc1cc(C)c[n+](CC(=O)c2ccc(NC(=O)c3ccccc3)cc2)c1
 : 99	103	71*	6	-0.2	0	17	0.3	-2	0
O=C(COc1ccc(Cl)cc1)Nc1nnc(-c2ccc3c(c2)CCCC3)o1
 : 100	100	-27	4	-0.3	0	-13	1.3	4	-1
CCC(OC(=O)c1cc2sccc2n1C)C(=O)NCc1ccco1 (configuration not stated)
 : 91	98	27	-2	0.0	10	7	0.7	8	6
COc1ccc(C2c3c(oc4ccccc4c3=O)C(=O)N2Cc2ccncc2)cc1 (configuration not stated)
 : 102	117	12	8	0.4	-2	7	0.9	-8	-6
O=C1CCCC(=O)C1Sc1ccc(Cl)cc1
 : 102	104	10	0	-0.3	-2	8	0.9	-1	13
CN1CCCC2(CCCN(Cc3nc(Cc4cccc(C(F)(F)F)c4)no3)C2)C1 (configuration not stated)
 : 95	101	-7	1	0.0	4	7	1.1	10	-1
COc1cc(/C=N\NC(=O)c2sc(N)nc2C)cc(OC)c1OC
 : 104	87	-25	3	-0.4	-5	9	1.3	21	-3

Next entries follow.
molecule | STAT1 activator | STAT3 activator | Diaphorase inh | TLR4 MyD88 comp | Hsp70 activator | STAT1 inh | G6PDH counter | Diaphorase act | STAT3 inh | APP transl inh
O=C(Cc1ccc(Br)cc1)N1CCN(c2ccccc2O)CC1 | 109 | 106 | 10 | -4 | 0.0 | -12 | 5 | 0.9 | -7 | -5
CC(OC(=O)c1ccc2ccccc2n1)C(=O)c1ccccc1 (configuration not stated) | 138* | 108 | . | 11 | -0.1 | -44 | 10 | . | -6 | -11
Cc1cccc(Cn2c(N3CCc4ccccc4C3)nc3c2c(=O)[nH]c(=O)n3C)c1 | 110 | 94 | 1 | -3 | -0.1 | -9 | -2 | 1 | 8 | 10
O=C(NNS(=O)(=O)c1ccc(Cl)cc1)c1cc(-c2ccccc2)nc2ccccc12 | 100 | 100 | 21 | -13 | 0.0 | -1 | 0 | 0.8 | 1 | -2
O=C(CNC(=S)N(Cc1ccccc1)Cc1cccnc1)NCc1ccccc1 | 91 | 98 | -2 | -7 | -0.2 | 9 | 8 | 1 | 9 | -14
Cc1ccc(S(=O)(=O)NCc2ccco2)cc1C(N)=O | 86 | 89 | 2 | -21 | -0.5 | 14 | 0 | 1 | 20 | 5
N#CC1=C(N)N=C(SCc2ccccc2)C(C(N)=O)C12CCCCC2 (configuration not stated) | 100 | 102 | -8 | -1 | -0.2 | 0 | 29 | 1.1 | 4 | -2
COc1ccc2c(c1)oc(=O)c1cc(OC)ccc12 | 153* | . | 19 | 1 | 0.1 | -60 | 6 | 0.8 | . | -82
